CHO parental Ca: counter-screen for OX1R antagonists: effect in parental CHO cells; parental CHO-K1, ATP-induced calcium, Fluo-8 fluorescence; 330,000 tested, 0.63% active; inhibition, % at 5.6 µM;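 active = inhibition above that plate's mean sample inhibition plus 3 SD, cut at about 26% in these data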;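 also: 0% = ATP-challenged DMSO wells and 100% = DMSO wells without ATP; some compounds past the cut are filed as inactive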
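material = parental CHO cells | also added = ATP as calcium-mobilizing challenge | dosing = single point at 5.6 µM | detection = intracellular calcium via Fluo-8 no-wash fluorescent dye | read-out = % inhibition | benchmarks = low control ATP plus DMSO, high control DMSO only | repeats = one well per compound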
TAAR1 agonist: human TAAR1 agonism; Q96RJ0; CHO RD-HGA16 TAAR1, Fluo-8 calcium fluorescence; vehicle wells 0%, saturating PEA agonist 100%; activation, % at 3 µM; 360,000 tested, 0.99% active; AID 624467;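 active = activation above the mean activation of all test compounds in the run plus 3 SD, cut at about 38% in these data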
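Repeats: no replicates (n 1) | Material: CHO-derived RD-HGA16 cells with stable Gα16 and human TAAR1 | Technique: Kinetic Fluo-8 calcium fluorescence | Schedule: 17-24 h seeding, 75 min 37 °C dye, 30 min RT | Evaluation: % activation from peak over basal fluorescence ratio, DMSO-to-PEA scaled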
M1 PAM: human CHRM1 positive allosteric modulation; activation, % at 3 µM; CHO-K1 hM1, Fluo-8 calcium fluorescence, ACh EC20; 0% = ACh EC20, 100% = maximal ACh; 360,000 tested, 0.088% active; AID 588819; in the data active = activation above about 19%, passing the limit was not always enough
Target sequence (P11229 whole entry, looked up): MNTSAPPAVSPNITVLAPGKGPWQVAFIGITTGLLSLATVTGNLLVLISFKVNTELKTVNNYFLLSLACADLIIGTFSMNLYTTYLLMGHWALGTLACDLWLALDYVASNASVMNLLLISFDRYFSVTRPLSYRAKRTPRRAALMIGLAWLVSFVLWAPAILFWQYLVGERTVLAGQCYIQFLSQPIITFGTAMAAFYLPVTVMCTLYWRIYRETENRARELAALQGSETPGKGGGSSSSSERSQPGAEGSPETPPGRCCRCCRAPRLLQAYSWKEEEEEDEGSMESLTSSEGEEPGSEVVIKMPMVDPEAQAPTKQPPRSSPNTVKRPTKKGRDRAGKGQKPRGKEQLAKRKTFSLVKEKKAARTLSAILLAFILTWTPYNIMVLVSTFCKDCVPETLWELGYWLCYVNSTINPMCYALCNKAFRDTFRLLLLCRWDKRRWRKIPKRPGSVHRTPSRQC
M1 ag: agonists of human M1 muscarinic receptor | P11229 | 360,000 tested, 0.33% active | CHO-K1 hM1, Fluo-8 calcium fluorescence, agonist mode; 0% DMSO, 100% acetylcholine EC100 | activation, % at 3 µM;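 active = activation above the run's mean compound activation plus 3 SD, cut at about 16% in these data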;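 also: peak over basal fluorescence ratio within a 140 s kinetic read after compound addition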
OXTR ag: human OXTR agonism | P30559 | CHO-OTR cells, Fluo-8 calcium fluorescence; normalized: DMSO 0%, oxytocin 100% | activation, % at 3 µM | 320,000 tested, 0.32% active | AID 2435;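 active = activation above the mean of all tested compounds plus 3 SD, cutoff set per screening run, cut at about 20% in these data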;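 also: peak over basal fluorescence ratio from a 100 s FLIPR kinetic read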
TAAR1 antagonist: human TAAR1 antagonism | CHO RD-HGA16 TAAR1, Fluo-8 calcium fluorescence, antagonist | AID 624466 | inhibition, % at 3 µM | 360,000 tested, 1.5% active | Q96RJ0;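 active = inhibition above a per-plate cutoff, the mean inhibition of test compounds on that plate plus 3 SD, cut at about 49% in these data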;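 also: 0% = DMSO plus EC80 beta-PEA response and 100% = DMSO alone without agonist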
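Test system – hTAAR1-expressing CHO RD-HGA16 cells, Gα16-coupled · Also added – β-PEA at EC80 concentration, post-compound challenge · Compound – 3 µM, single point · Incubation – dye loading 75 min at 37 °C, then 30 min room temperature · Measured by – Fluo-8 intracellular calcium dye fluorescence, real-time kinetic reads · Benchmarks – vehicle and agonist controls · Replicates – singlicate, one well per test compound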
OXTR potentiate: potentiators of human oxytocin receptor | P30559 | CHO-OTR cells, Fluo-8 calcium fluorescence, potentiator mode; 0% = oxytocin EC15, 100% = EC100 | activation, % at 3 µM | 320,000 tested, 0.061% active | AID 2445;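 active = activation above that plate's cutoff, the mean activation of tested compounds plus 3 SD, cut at about 6.6% in these data, passing the limit was not always enough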;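 also: 100% uses oxytocin at 75 nM as the full agonist control; some results filed as inactive read as strong as hits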
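Assay system: CHO-OTR cells, human receptor / Also added: oxytocin at about EC15, sub-maximal agonist stimulus / Dosing: single dose, 3.0 µM nominal final compound concentration / Incubation: 6 min pre-incubation, 100 s read / Technique: Fluo-8 calcium dye fluorescence / Read-out: % activation vs EC15 and EC100 oxytocin / Benchmarks: EC15 oxytocin low, 75 nM oxytocin high / Replicates: singlicate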
CHRM1 antagonist: antagonists of human M1 muscarinic receptor; P11229; CHO-K1 hM1, Fluo-8 calcium fluorescence, ACh EC80 antagonist; inhibition, % at 3 µM; 360,000 tested, 1.3% active; AID 588852;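 active = percent inhibition above its own plate's cutoff, namely the mean of that plate's compound wells plus 3 SD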;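 also: peak over basal fluorescence ratio during 140 s after agonist addition; 0% = ACh EC80 plus DMSO and 100% = DMSO alone without agonist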
V1aR counter: activates human V1a receptor in oxytocin agonist counter-screen; 320,000 tested, 0.25% active; CHO-V1R cells, Fluo-8 calcium fluorescence, agonist mode; 0% DMSO, 100% 3 nM vasopressin; AID 2797; P37288; activation, % at 3 µM;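 active = activation above the mean activation of all tested compounds plus 3 SD, per screening run, cut at about 20% in these data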;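 also: signal is peak over basal fluorescence ratio across a 100 second FLIPR read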
Target sequence (P37288 whole entry, looked up): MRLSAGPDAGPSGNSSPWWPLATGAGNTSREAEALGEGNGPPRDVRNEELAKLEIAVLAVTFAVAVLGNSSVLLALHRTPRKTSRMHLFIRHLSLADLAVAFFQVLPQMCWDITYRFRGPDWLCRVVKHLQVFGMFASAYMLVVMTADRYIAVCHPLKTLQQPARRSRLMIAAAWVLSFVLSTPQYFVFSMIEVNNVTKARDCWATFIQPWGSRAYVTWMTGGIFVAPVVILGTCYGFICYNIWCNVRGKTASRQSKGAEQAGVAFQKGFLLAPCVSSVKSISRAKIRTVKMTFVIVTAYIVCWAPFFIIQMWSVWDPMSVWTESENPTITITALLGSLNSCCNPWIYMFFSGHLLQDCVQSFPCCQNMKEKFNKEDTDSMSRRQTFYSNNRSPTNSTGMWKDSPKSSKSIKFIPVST
* hit, by the source's call; / = no result given. Random draw from the library. About 3.7% of those tested had a hit in this group.

SMILES	CHO parental Ca	TAAR1 agonist	M1 PAM	M1 ag	OXTR ag	TAAR1 antagonist	OXTR potentiate	CHRM1 antagonist	V1aR counter
Cc1occc1C(=O)Nc1nnc(-c2ccncc2)s1	-10	11	-1	-4	-0.4	-8	-5	3	-1.2
CCC(C)(C)C1CCc2[nH]nc(C(=O)NCCNC(=O)OC(C)(C)C)c2C1 (stereo not drawn)	-29	12	6	-5	0.0	17	-1	-7	-0.5
COc1ccc(S(=O)(=O)NCCc2ccccn2)cc1	-5	0	0	2	0.4	11	-4	0	-0.7
COc1ccc(CCNc2ccc(S(=O)(=O)N3CCN(C)CC3)cc2[N+](=O)[O-])cc1	-6	5	6	-2	5.0	13	-10	1	3.5
C=CCNc1oc(-c2cccc(Cl)c2)nc1C#N	10	10	9	5	3.5	11	-3	8	2.2
O=S(=O)(c1ccc(SCc2c(F)cccc2Cl)nc1)N1CCCC1	/	0	-15	-7	/	26	/	4	/
O=C(CC(=O)NC1CCCCC1)N/N=C/c1ccccc1F	11	12	/	/	-0.5	-5	-9	/	-0.9
Cc1noc(C)c1S(=O)(=O)N(C)C[C@H]1OCc2cn(nn2)CCCC(=O)N([C@@H](C)CO)C[C@@H]1C	/	0	11	-6	/	-7	/	-17	/
Cc1ccc2oc(/N=C(\N)NC(=O)C3CC3)nc2c1	0	3	11	-3	-1.0	-47	-4	-24	-0.9
COc1cc(CCC(=O)OCC(=O)Nc2c(Cl)cccc2Cl)cc(OC)c1OC	-5	-2	11	-3	3.3	2	-5	-17	1.9
COCCn1cc(C(=O)NCc2ccco2)c2c3ccccc3n(C)c2c1=O	-18	12	5	-2	-1.9	7	-6	-9	-0.8
Cc1nc2c(-c3ccccc3)cnn2c(N)c1-c1ccccc1	/	1	5	-3	/	12	/	-11	/

Reformatted: four of the compounds above
COc1ccc(CCNc2ccc(S(=O)(=O)N3CCN(C)CC3)cc2[N+](=O)[O-])cc1
  CHO parental Ca: -6
  TAAR1 agonist: 5
  M1 PAM: 6
  M1 ag: -2
  OXTR ag: 5.0
  TAAR1 antagonist: 13
  OXTR potentiate: -10
  CHRM1 antagonist: 1
  V1aR counter: 3.5
COc1ccc(S(=O)(=O)NCCc2ccccn2)cc1
  CHO parental Ca: -5
  TAAR1 agonist: 0
  M1 PAM: 0
  M1 ag: 2
  OXTR ag: 0.4
  TAAR1 antagonist: 11
  OXTR potentiate: -4
  CHRM1 antagonist: 0
  V1aR counter: -0.7
C=CCNc1oc(-c2cccc(Cl)c2)nc1C#N
  CHO parental Ca: 10
  TAAR1 agonist: 10
  M1 PAM: 9
  M1 ag: 5
  OXTR ag: 3.5
  TAAR1 antagonist: 11
  OXTR potentiate: -3
  CHRM1 antagonist: 8
  V1aR counter: 2.2
CCC(C)(C)C1CCc2[nH]nc(C(=O)NCCNC(=O)OC(C)(C)C)c2C1 (stereo not drawn)
  CHO parental Ca: -29
  TAAR1 agonist: 12
  M1 PAM: 6
  M1 ag: -5
  OXTR ag: 0.0
  TAAR1 antagonist: 17
  OXTR potentiate: -1
  CHRM1 antagonist: -7
  V1aR counter: -0.5

(more compounds)
SMILES	CHO parental Ca	TAAR1 agonist	M1 PAM	M1 ag	OXTR ag	TAAR1 antagonist	OXTR potentiate	CHRM1 antagonist	V1aR counter
CCc1cccc(CC)c1NC(=O)CSc1nnc(C2CC2)n1N	/	1	4	-2	/	4	/	-3	/
Cc1ccc(CC(=O)O/N=C(\N)Cc2ccc([N+](=O)[O-])cc2)cc1	-10	4	7	-11	-1.4	1	-12	-4	17
Cc1cc(C)cc(C(=O)OCC(=O)NCCNC(=O)COC(=O)c2cc(C)cc(C)c2)c1	-23	0	5	-4	-1.0	-28	-12	1	-0.7
O=C(Cn1ccc2ccccc2c1=O)N1CCN(Cc2ccc3c(c2)OCO3)CC1	-6	2	3	-3	-1.9	10	-13	-18	0.7
CC(Sc1cccc[n+]1[O-])C(=O)Nc1ccc([N+](=O)[O-])cc1Cl (stereo not drawn)	0	1	8	-3	-0.1	-2	-11	3	0.7
COc1ccc(CCNC(=O)Cn2cc(C(F)(F)F)cc(Cl)c2=O)cc1OC	-9	1	3	-7	-1.0	2	0	-4	1.6
CN1CCC(=NNC(=O)C(=O)NC2CCCC2)CC1	-7	8	6	8	-2.3	3	-7	-5	-0.6
COC(=O)[C@@]1(Cc2ccc(OC)cc2)[C@H]2c3cc(C(=O)N4CCCC4)n(CCO)c3C[C@H]2CN1C(=O)c1ccccc1	-29	5	/	/	1.9	-3	5	/	0.1
CN(C)c1cccc(C(=O)OCC(=O)NCC2CCCO2)c1 (stereo not drawn)	-18	0	13	-2	-0.3	0	-9	-43	0.2
CCc1cc2c(SCC(=O)N(CC)c3c(N)n(Cc4ccccc4)c(=O)[nH]c3=O)ncnc2s1	-16	1	5	-1	-1.1	16	-6	-5	-1.0
Cc1cc2nc(-c3ccc(=O)[nH]c3)n(C)c2cc1C	/	-1	12	-7	/	-14	/	-19	/
COP(=O)(OC)c1nc(-c2ccccc2)oc1NCc1ccccc1	-9	-1	4	-7	-2.4	-15	-6	-7	-0.6
CC(=O)Nc1cnc2ccccc2n1	-4	7	-2	-1	-0.5	-6	-4	1	-0.5
COc1cc(/C=N/NC(=S)NC2CC3C=CC2C3)cc(OC)c1OC (stereo not drawn)	-23	5	4	-6	-3.1	-44	-4	-2	-1.1
OC[C@@H]1CN(Cc2ccc3c(c2)OCO3)C[C@H](n2cnc3c(NCc4ccncc4)ncnc32)O1	/	2	2	-3	/	1	/	-5	/
COc1ccc(OC)c(S(=O)(=O)N2CCN(c3ncccn3)CC2)c1	-8	3	10	-5	0.3	-8	-18	-6	2.8
CCOC(=O)N1CCN(C(=O)c2ccc3nc(C)sc3c2)CC1	-3	0	7	-5	-0.4	-5	2	-30	0.8
O=C(/C=C/c1c(Cl)nc2ccccn12)N1CCN(c2ccccc2F)CC1	-28	9	2	-7	0.6	8	-5	1	1.3
Cc1ccsc1/C=N/Nc1ccc(Cl)nn1	-16	-1	3	-2	0.1	-8	0	1	0.1
COc1ccccc1NC(=O)c1ccc(NC(=O)CN2CCCC2)cc1	14	2	6	-6	-0.3	13	-10	11	-0.5
CCNC(=O)CSc1nnc(-c2cccc(S(=O)(=O)N(CC)CC)c2)n1CCc1ccccc1	-20	10	1	-5	-0.1	1	-4	-5	0.9
O=C(Nc1nccs1)c1ccc(COc2ccccc2)o1	-9	2	8	1	-0.7	22	0	-8	2.1
COc1cccc(C(c2sc3ncnn3c2O)N2CC(C)OC(C)C2)c1 (stereo not drawn)	9	1	-2	-3	-0.3	0	-3	-5	-0.3
CCC(C)NC(=O)CCCc1ccccc1 (stereo not drawn)	-4	0	0	-4	0.2	3	0	1	-0.2

Structural class: the compounds so far with a thiophene ring, fused or not (2)
SMILES	CHO parental Ca	TAAR1 agonist	M1 PAM	M1 ag	OXTR ag	TAAR1 antagonist	OXTR potentiate	CHRM1 antagonist	V1aR counter
CCc1cc2c(SCC(=O)N(CC)c3c(N)n(Cc4ccccc4)c(=O)[nH]c3=O)ncnc2s1	-16	1	5	-1	-1.1	16	-6	-5	-1.0
Cc1ccsc1/C=N/Nc1ccc(Cl)nn1	-16	-1	3	-2	0.1	-8	0	1	0.1

(more compounds)
SMILES	CHO parental Ca	TAAR1 agonist	M1 PAM	M1 ag	OXTR ag	TAAR1 antagonist	OXTR potentiate	CHRM1 antagonist	V1aR counter
COc1ccc(N2CCN(C3CCCN(C(=O)c4ccoc4)C3)CC2)cc1 (stereo not drawn)	-2	1	4	-6	-0.6	-20	-4	-5	0.1
Cc1nccn1CCOc1ccc(Cl)cc1	2	9	-15	-9	0.3	-3	-9	21	0.5
O=c1c2ccccc2sc2nc(C3CCCCC3)n(Cc3ccco3)c(=O)c12	/	6	8	-2	/	-7	/	1	/
Cc1ccsc1C(=O)N1CCCC(CCC(=O)N2CCN(c3ccccn3)CC2)C1 (stereo not drawn)	-14	4	3	-6	-1.0	12	-10	7	-0.5
O=C(NN1C(=O)C2C3C=CC(C3)C2C1=O)C(O)c1ccccc1 (stereo not drawn)	6	1	7	-2	0.5	-11	-5	-8	0.5
CCc1noc(C)c1C(=O)Nc1nc(-c2ccccc2)c(C(C)=O)s1	-16	27	6	-5	4.7	-13	-8	-6	3.3
Cc1ccc(C)c(S(=O)(=O)NCc2ccc(C(=O)NCc3ccccn3)cc2)c1	-13	8	-5	-3	2.9	8	-10	3	1.1
CCCCCN(C(=O)NC(=O)Nc1ccc(C)cc1)S(=O)(=O)c1ccccc1	-9	0	-1	-7	-1.1	16	1	-4	-0.7
Cc1cccc(Nc2nccc(N(C)C)c2C#N)c1	9	2	-13	-4	0.2	-5	-8	20	0.1
CC(C)Nc1ncnc2c1ncn2[C@H]1CN(C2CCCC2)C[C@@H](CO)O1	/	0	6	-4	/	-10	/	-12	/
CC1(C)CC(CC(=O)Nc2nccs2)(c2ccccc2)CCO1 (stereo not drawn)	-9	6	6	-2	0.8	-1	0	-5	1.4
O=C(Cc1ccccc1)OCC(=O)c1cccc([N+](=O)[O-])c1	-7	1	4	-7	-0.6	-13	3	4	0.9
COc1ccc(Cl)cc1NC(=O)CN(C)C(=O)c1cc2ccccc2cc1O	-18	8	9	3	4.6	12	-9	-12	1.5
COc1ccc(C(=O)Cc2cc(OC)c(OC)cc2[N+](=O)[O-])cc1	1	16	-1	-5	2.0	-3	-3	-10	0.1
Cc1c(-c2ccc(F)cc2)nc(N)c(C#N)c1-c1cccs1	-11	19	2	-3	-1.0	37	0	7	-0.5
CCCCNC(=O)CSc1nc2ccccc2c(=O)n1C1CCCC1	-17	8	-2	-3	-2.0	-6	6	0	-0.1
C=CCOC(=O)COc1ccc2c(C)c(C)c(=O)oc2c1C	-4	3	0	-4	3.6	5	-13	5	3.9
O=C(C[C@@H]1C/C=C\C[C@H](NC(=O)OCC2c3ccccc3-c3ccccc32)C(=O)OC[C@@H]2CCCN2C1=O)N[C@H](CO)Cc1ccccc1	-17	3	3	-10	-1.4	-6	-4	-1	0.0
COC(=O)C1C(O)=C(C=Nc2ccccc2)C(=O)CC1(C)C (stereo not drawn)	-3	0	9	-3	-0.2	10	-16	-14	0.8
O=C(CCNS(=O)(=O)c1ccc2[nH]c(=O)oc2c1)NCc1ccc(F)cc1	-7	-1	5	-2	0.0	-18	4	-10	-0.7
